# UPR CHOP act: apoptotic UPR (CHOP) activation. CHO-CHOP luciferase reporter, luminescence; percent of tunicamycin response over DMSO baseline. activation, % at 10 µM. 330,000 tested, 0.34% active;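 active = at 10 µM dose, activation of 40% or more, normalized to positive control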;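 note: 100% = tunicamycin at 10 µg/mL and 0% = DMSO alone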
#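 System: CHO-CHOP luciferase reporter cell line; amount: 500 cells/well; buffer or medium: F12 medium containing 10% fetal bovine serum; incubation: 6 h compound exposure at 37 °C after overnight seeding; measured by: luciferase luminescence after 10 min with Steady-Glo reagent; evaluation: % reporter activation, DMSO baseline versus tunicamycin full activation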
# CXCR6 block: CXCR6 (human) receptor inhibition; CHO-K1 PathHunter CXCR6 beta-arrestin, luminescence; O00574; inhibition, % at 20 µM; 360,000 tested, 0.36% active; in the data active = inhibition above about 34%, passing the limit was not always enough;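 note: antagonist mode with CXCL16 agonist at 10 nM final; 0% = 10 nM CXCL16 with DMSO and 100% = unstimulated wells without agonist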
# Target sequence (O00574 whole entry, looked up): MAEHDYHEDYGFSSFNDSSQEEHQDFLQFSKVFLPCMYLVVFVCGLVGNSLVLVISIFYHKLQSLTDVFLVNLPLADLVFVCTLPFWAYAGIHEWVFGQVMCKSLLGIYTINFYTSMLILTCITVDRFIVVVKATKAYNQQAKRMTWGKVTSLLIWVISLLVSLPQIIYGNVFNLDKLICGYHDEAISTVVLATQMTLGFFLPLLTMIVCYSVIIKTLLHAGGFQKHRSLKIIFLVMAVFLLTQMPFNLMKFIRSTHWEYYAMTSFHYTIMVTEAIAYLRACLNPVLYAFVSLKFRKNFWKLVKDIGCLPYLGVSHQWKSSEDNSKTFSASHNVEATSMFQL
# Mdm2 MdmX PPI: disrupts the human Mdm2-MdmX interaction. O15151+Q00987. SaOS-2 split-luciferase Mdm2/MdmX complementation, luminescence. inhibition, % at 8 µM. 330,000 tested, 3% active. AID 485346;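 active = inhibition of at least 50% at 8 µM in the primary screen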
# Jurkat NFkB inh: inhibitors of the PMA/ionomycin-induced NF-kB reporter in Jurkat cells; PMA/ionomycin-induced NF-kB luciferase reporter, luminescence; inhibition, % at 4 µM; 330,000 tested, 0.53% active; AID 435003; in the data active = inhibition above about 50%
# CCR6 antagonist: antagonists of human CCR6 receptor; P51684; CHO-K1 CCR6 PathHunter beta-arrestin, luminescence, CCL20-stimulated; inhibition, % at 20 µM; 340,000 tested, 0.49% active; AID 493098;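 active = compounds whose inhibition of the agonist-driven luminescence signal at 20 µM reaches about 50%, limit read from the data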;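 note: cells stimulated with CCL20 at 14 nM final; plate controls were DMSO with CCL20 for no effect and DMSO without agonist for full effect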
# Target sequence (P51684 whole entry, looked up): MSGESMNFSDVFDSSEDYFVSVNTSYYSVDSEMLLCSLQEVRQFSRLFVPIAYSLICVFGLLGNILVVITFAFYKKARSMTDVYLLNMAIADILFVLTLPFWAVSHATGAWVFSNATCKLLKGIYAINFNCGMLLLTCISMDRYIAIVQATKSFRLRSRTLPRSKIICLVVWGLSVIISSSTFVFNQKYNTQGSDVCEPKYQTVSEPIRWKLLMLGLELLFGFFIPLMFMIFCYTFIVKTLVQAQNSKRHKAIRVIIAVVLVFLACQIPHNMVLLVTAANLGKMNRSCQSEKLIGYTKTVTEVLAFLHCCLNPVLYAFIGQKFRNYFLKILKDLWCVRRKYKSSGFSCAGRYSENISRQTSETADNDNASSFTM
# Gli-Sufu block: blocks Gli-Sufu signaling in a luciferase reporter; Sufu-KO-LIGHT fibroblasts, Gli luciferase reporter luminescence; inhibition, % at 5 µM; 340,000 tested, 0.74% active;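 active = inhibition above about 55%, limit read from the data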;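 note: 0% = DMSO-treated cells and 100% = wells with medium but no cells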
# EBI2 block: EBI2 (human) antagonism; P32249; EBI2 beta-arrestin recruitment, luminescence, 7a,25-OHC stimulated; inhibition, % at 5 µM; 360,000 tested, 0.81% active; in the data active = inhibition above about 38%;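 note: enzyme fragment complementation signal reports receptor beta-arrestin coupling in cells; 0% = agonist plus DMSO wells and 100% = wells without agonist; some results beyond the cut were filed as inactive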
# Target sequence (P32249 whole entry, looked up, the tested form may be a part): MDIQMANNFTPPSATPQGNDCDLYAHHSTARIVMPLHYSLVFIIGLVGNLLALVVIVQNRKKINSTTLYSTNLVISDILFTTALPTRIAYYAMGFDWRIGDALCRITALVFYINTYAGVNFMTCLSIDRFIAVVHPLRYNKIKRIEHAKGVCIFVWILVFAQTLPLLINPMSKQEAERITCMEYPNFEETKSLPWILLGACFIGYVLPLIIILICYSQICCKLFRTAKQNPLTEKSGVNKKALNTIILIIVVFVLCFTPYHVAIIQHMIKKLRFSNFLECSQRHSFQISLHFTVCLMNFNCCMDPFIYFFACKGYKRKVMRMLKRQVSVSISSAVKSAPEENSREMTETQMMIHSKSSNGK
# UPR XBP1 act: activators of adaptive arm of unfolded protein response (XBP1); 330,000 tested, 0.33% active; AID 463104; CHO-XBP1 luciferase reporter, IRE1-XBP1 UPR activation, luminescence; percent of tunicamycin response, DMSO as zero; activation, % at 20 µM;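 active = versus positive control, 20 µM dose yields 30% or more activation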;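 note: 100% = tunicamycin at 10 µg/mL and 0% = DMSO only wells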
#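 Material: CHO-XBP1 cells stably carrying IRE1-XBP1-driven luciferase reporter | Medium: F12 with 10% serum | Compound dosing: 20 µM single concentration, DMSO 1% | Incubation: Overnight seeding at 37 °C, 6 h compound treatment at 37 °C | Detection: Steady-Glo luminescence read | Read-out basis: % activation of reporter signal versus tunicamycin and DMSO controls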
# 697 NFkB inh: inhibitors of the PMA/ionomycin-induced NF-kB reporter in 697 B cells; 697 B-cell NF-kB luciferase reporter, 16 h; inhibition, % at 4 µM; 330,000 tested, 0.33% active; in the data active = inhibition above about 35%
# The depositor's hits bear a star; . = not tested or not shown.
SMILES,UPR CHOP act,CXCR6 block,Mdm2 MdmX PPI,Jurkat NFkB inh,CCR6 antagonist,Gli-Sufu block,EBI2 block,UPR XBP1 act,697 NFkB inh
CCCCn1c(N)c(N(CC(C)C)C(=O)C2CCCN(C(=O)c3ccc(Cl)cc3)C2)c(=O)[nH]c1=O (stereo unspecified),0.6,-6,28,20,13,23,1,-2,-2
C=CCNS(=O)(=O)c1ccc2c(c1)n(C)c(=O)n2C,-0.7,3,-15,-7,1,-2,-6,2,21
COCCNCC(=O)Nc1ccc(C)c(S(=O)(=O)N2CCCCC2)c1,-0.4,10,8,-6,-13,-4,3,0,-13
CCC1CCCCN1CCCNC(=O)c1c(O)nc2cc(C)ccn2c1=O (stereo unspecified),2.9,-4,8,-10,-1,-13,5,-4,-11
Cc1c(NC(=O)c2cc3ccccc3oc2=O)c(=O)n(-c2ccccc2)n1C,4.6,-10,-4,-30,-9,0,5,0,13
CC1CCCCC1NC(=O)CSC1=Nc2ccccc2C2CC=NN12 (stereo unspecified),0.1,16,-6,-3,13,9,1,1,11
CN(C)c1ccc(C(=S)NCc2ccco2)cc1,-7.1,6,-49,18,9,-120,-4,-9,-48
FC(F)(F)c1nc(N2CCCC2)ncc1-c1nnnn1-c1ccccc1,1.9,0,8,19,-3,48,-19,0,-43
Cc1ccc(Cn2ncc3c(NCCN(C)C)ncnc32)cc1,-2.3,-1,7,-18,-1,-3,-15,-5,10
Cc1cc2ccccc2cc(C)c1=O,0.6,1,13,2,4,-2,-8,0,-12
CCc1nnc(NC(=O)C(NC(=O)c2ccccc2Cl)C(C)C)s1 (stereo unspecified),2.0,0,-15,7,0,2,-10,1,5
O=C(Nc1ccc(N2CCN(C(=O)c3cccs3)CC2)cc1)c1ccc(Br)o1,-1.5,-8,8,19,3,3,-11,-3,-12
CC(C)N(CC(N)=O)c1ccc(S(=O)(=O)N2CCCC2)cn1,2.0,-12,23,6,5,-2,6,0,14
Cc1nc2nc[nH]n2c(=O)c1NS(=O)(=O)c1ccc(C(C)(C)C)cc1,-1.1,-2,18,-27,9,-6,9,-5,10
Cc1cc(NC(=O)c2ccc(Cl)cc2)n(-c2ccccc2)n1,1.8,11,12,1,1,2,1,1,12
COc1cccc(Sc2nc(-c3ccccc3)ncc2S(C)(=O)=O)c1,1.2,5,62*,-105,13,-1,14,-2,-188
Cc1ccc(S(=O)(=O)c2nc(-c3ccc(F)cc3)oc2SCC(N)=O)cc1,2.7,9,4,-8,5,2,-7,0,-7
O=C(Nc1ncn[nH]1)c1ccc(S(=O)(=O)N2CCOCC2)cc1,-1.1,-1,11,-14,-4,8,-5,0,6
Cc1snc(SCC(=O)N/N=C(\N)COc2cccc(C(F)(F)F)c2)c1C#N,-2.4,-17,7,-3,-1,2,8,2,3
CC(C)C[C@H](NC(=O)c1[nH]cnc1C(=O)N[C@H](C)c1ccccc1)C(=O)OC(C)(C)C,3.4,12,47,27,3,33,-14,2,8
O=C(CSc1oc(-c2ccccc2)nc1S(=O)(=O)c1ccccc1)NCC1CCCO1 (stereo unspecified),0.3,8,22,15,6,11,-1,-5,2
CCc1ncc(/C=C2\C(=O)Nc3ccccc32)[nH]1,5.9,-4,47,-17,0,-2,-6,0,1
CCc1c(C)c2nncn2[nH]c1=O,-0.7,-7,-12,-1,-6,-3,2,0,-16
O=C(c1cc(-c2ccc(Cl)cc2)nc2ccccc12)N1CCC1,-0.1,-9,19,-20,-1,0,-6,-2,-3
Cc1c(/C=C(\C#N)c2nn(-c3ccccc3)c(N)c2C#N)c2ccccc2n1Cc1ccc(F)cc1,2.3,7,37,1,15,9,21,2,0
COCCN(C(=O)Cc1cccs1)C(C(=O)NC1CCCC1)c1ccc(OC)c(OC)c1 (stereo unspecified),-0.4,-5,3,-18,2,4,-6,0,2
CC(C(=O)O)n1nc(-c2ccccc2)c2ccccc21 (stereo unspecified),-0.3,5,-15,4,-4,-1,5,-1,6
CCN(CC)C1Oc2cc3c(cc2C(c2cc(OC)c(O)c(OC)c2)C1C)OCO3 (stereo unspecified),.,5,.,.,7,15,-4,.,.
CCNC(=O)CC1SC(=Nc2ccc(C)cc2)NC1=O (stereo unspecified),0.6,-9,-7,8,10,-6,-6,8,0
CCC1=Nc2cc(C(=O)O)ccc2Sc2ccc(Cl)cc21,1.1,3,14,3,-3,5,9,-2,18

# 4 of the compounds above, as labelled records:
COCCNCC(=O)Nc1ccc(C)c(S(=O)(=O)N2CCCCC2)c1
  UPR CHOP act: -0.4; CXCR6 block: 10; Mdm2 MdmX PPI: 8; Jurkat NFkB inh: -6; CCR6 antagonist: -13; Gli-Sufu block: -4; EBI2 block: 3; UPR XBP1 act: 0; 697 NFkB inh: -13

Cc1snc(SCC(=O)N/N=C(\N)COc2cccc(C(F)(F)F)c2)c1C#N
  UPR CHOP act: -2.4; CXCR6 block: -17; Mdm2 MdmX PPI: 7; Jurkat NFkB inh: -3; CCR6 antagonist: -1; Gli-Sufu block: 2; EBI2 block: 8; UPR XBP1 act: 2; 697 NFkB inh: 3

COc1cccc(Sc2nc(-c3ccccc3)ncc2S(C)(=O)=O)c1
  UPR CHOP act: 1.2; CXCR6 block: 5; Mdm2 MdmX PPI: 62*; Jurkat NFkB inh: -105; CCR6 antagonist: 13; Gli-Sufu block: -1; EBI2 block: 14; UPR XBP1 act: -2; 697 NFkB inh: -188

Cc1c(/C=C(\C#N)c2nn(-c3ccccc3)c(N)c2C#N)c2ccccc2n1Cc1ccc(F)cc1
  UPR CHOP act: 2.3; CXCR6 block: 7; Mdm2 MdmX PPI: 37; Jurkat NFkB inh: 1; CCR6 antagonist: 15; Gli-Sufu block: 9; EBI2 block: 21; UPR XBP1 act: 2; 697 NFkB inh: 0

# The list continues.
SMILES,UPR CHOP act,CXCR6 block,Mdm2 MdmX PPI,Jurkat NFkB inh,CCR6 antagonist,Gli-Sufu block,EBI2 block,UPR XBP1 act,697 NFkB inh
CCc1ccccc1NC(=O)C(Cc1cccc(OC)c1OC)c1nn[nH]n1 (stereo unspecified),-1.9,-6,6,2,-9,6,-3,-4,-6
COc1ccc(OC(=O)c2cc3ccccc3o2)cc1,3.7,1,19,5,5,14,6,4,-8
COn1c(=O)c(-c2cccs2)[n+]([O-])c2ccccc21,3.8,4,-4,-10,8,5,4,0,7
COC(=O)c1ccc(S(=O)(=O)NCCc2ccccc2OC)n1C,1.0,6,1,6,-6,0,-5,6,12
COc1ccc(NC(=S)N2CCN(S(C)(=O)=O)CC2)cc1OC,1.3,0,-13,-12,-1,-3,-4,0,-27
CCOc1cc(C(=O)N(C)CC(=O)Nc2cccc(F)c2)ccc1OCC(=O)N1CCCCC1,0.3,-4,9,-5,2,8,-4,4,3
COc1ccc(-c2[nH]ncc2/C=N\NS(=O)(=O)c2ccc(Cl)cc2)cc1,-2.2,7,19,3,5,4,-3,-3,18
O=C(Cn1cccc1C(=O)c1ccccc1)NCCCN1CCc2ccccc2C1,-1.5,14,-9,3,27,16,16,-4,6
Cc1ccc(S(=O)(=O)N2CCCCC2)cc1C(=O)NCCc1ccccc1,0.7,6,38,0,6,-6,0,-4,-7
Fc1ccc(C(CCCn2nnc(-c3cccnc3)n2)c2ccc(F)cc2)cc1,0.4,0,-3,15,2,18,25,-1,-5
CSc1cccc(NC(=O)Nc2ccccc2)c1,5.5,-6,-15,-57,12,9,-4,2,1
CCOc1cc(C(=O)OCC(=O)c2c[nH]c3ccccc23)ccc1OCC(=O)N1CCOCC1,-1.9,6,0,1,0,4,-4,-3,-1
CCOc1ccccc1NC(=O)CC1(CC(=O)N2CCOCC2)CCCC1,0.4,3,9,3,3,-3,-7,0,21
COc1ccc(N2CCN(C(=O)C(Cc3ccccc3)NC(=O)c3ccccc3)CC2)cc1 (stereo unspecified),.,1,.,.,10,27,5,.,.
Cc1cc(=O)oc2cc(NC(=O)COc3ccccc3[N+](=O)[O-])ccc12,2.0,2,25,2,6,-15,-4,1,24
CC(=O)c1ccccc1NS(=O)(=O)c1cccc2nonc12,-0.6,17,2,-1,15,4,-2,-3,9
CN(Cc1ccc(Cl)c(Cl)c1)C(=O)c1cccc(S(=O)(=O)N2CCN(Cc3ccccc3)CC2)c1,3.4,-3,19,11,2,12,58*,-3,-12
O=C(NCCCCNC(=O)c1c(F)c(F)c(F)c(F)c1F)c1c(F)c(F)c(F)c(F)c1F,0.5,3,19,13,0,-7,-22,3,1
CCN(CC)CCCN(Cc1cc2cc3c(cc2[nH]c1=O)OCO3)C(=S)Nc1ccccc1,-0.5,17,40,-16,20,49,-2,-2,-13
CCOC(=O)c1ccccc1Nc1cc(C)nc2nc(C)nn12,-2.5,2,24,-4,-3,-22,-9,0,7
NS(=O)(=O)c1cnccc1NCCc1ccccc1,1.1,4,17,7,3,4,5,-1,6
CCCC1(c2ccccc2)NC(=O)N(CC(=O)Nc2ccc3c(c2)OCCO3)C1=O (stereo unspecified),1.8,0,-17,-4,6,-4,-10,0,18
CC(C)c1ccccc1NC(=S)NC(=O)C1CCCCC1,1.4,9,11,-4,27,-14,7,5,-25
O=C(Cn1cc2c(n1)CCCCC2)NCc1ccccn1,0.5,-4,20,-1,-1,-8,-13,0,14
Cc1[nH]nc2c1C(CCc1ccccc1)C(C#N)=C(N)O2 (stereo unspecified),1.4,1,2,9,6,8,-3,0,0
CCc1ccccc1NC1=NCC(=O)N1C1CCCC1,-1.0,1,6,-4,-1,-6,-5,5,-12
O=C(Nc1ccc(NC(=O)c2sc3ccccc3c2Cl)cc1)c1ccco1,1.9,-7,77*,12,1,7,-2,-1,-31
Cc1cccc(N2CCN(S(=O)(=O)c3ccc4c(c3)C(C)(C)C(=O)N4C)CC2)c1C,0.8,-2,32,6,17,-21,0,-5,-5
Cc1nnsc1NC(=O)OCc1ccc(C(C)(C)C)cc1,-0.8,-6,24,6,-17,3,7,3,-5
COc1cccc2cc(C(=O)NC3CC4CCC3C4)oc12 (stereo unspecified),3.9,6,6,7,16,-6,-14,1,11
COCCSc1nnc(NC(=O)CSCc2ccccc2)s1,-1.2,1,-9,-9,8,-1,-3,-1,-10
Cc1cc(C)cc(NC(=O)CN2CCN(c3ccccn3)CC2)c1,-1.0,6,12,-25,11,-10,1,-5,-4
Cc1cc(C)n(-c2nc(SCC(=O)O)c3c4c(sc3n2)COC(C)(C)C4)n1,8.9,-5,8,19,10,-8,18,4,3
COc1ccc(N(C(=O)c2ccco2)S(=O)(=O)c2cc(OC)ccc2OC)cc1,1.0,3,9,-10,4,26,-4,5,5
O=C(Nc1nc(-c2ccc(F)c(F)c2)cs1)c1cnccn1,2.0,1,26,12,9,3,6,-2,-2
Cc1ccc(N=Nc2cc(C)ccc2N)cc1,-2.4,18,-166,-98,35,-128,14,-5,-326
CCn1c(=N)n(CC(=O)c2ccc(Cl)c(Cl)c2)c2ccccc21,15,4,-70,-65,16,-51,31,1,-55
CCC1(CC)Cc2ccccc2-c2nc(CN(C)C)[nH]c(=O)c21,0.4,14,9,-2,25,-2,-7,-3,-4
CCN(C(=O)C1CCCN(c2nc(-c3ccc(OC)cc3)no2)C1)c1ccc(OC)cc1 (stereo unspecified),-0.5,2,-3,8,5,-18,24,0,-8
CCCN1C(=O)SC(CC(=O)Nc2ccccc2C)C1=O (stereo unspecified),-0.7,7,-24,30,10,-1,-8,-1,21
Cc1cc(Nc2ccccc2)nc(NCc2ccccc2)n1,5.7,-9,53*,36,-30,68*,-7,2,-43

# Screening results from PubChem BioAssay.
